EBI2 antag – blocks human EBI2 receptor beta-arrestin signaling; inhibition, % at 5 µM; 0.81% of 360,000 active; P32249; EBI2 beta-arrestin recruitment, luminescence, 7a,25-OHC stimulated; in the data active = inhibition above about 38%;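 also: enzyme fragment complementation signal reports receptor beta-arrestin coupling in cells; 0% = agonist plus DMSO wells and 100% = wells without agonist; some results beyond the cut were filed as inactive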
Target sequence (P32249 whole entry, looked up, the tested form may be a part): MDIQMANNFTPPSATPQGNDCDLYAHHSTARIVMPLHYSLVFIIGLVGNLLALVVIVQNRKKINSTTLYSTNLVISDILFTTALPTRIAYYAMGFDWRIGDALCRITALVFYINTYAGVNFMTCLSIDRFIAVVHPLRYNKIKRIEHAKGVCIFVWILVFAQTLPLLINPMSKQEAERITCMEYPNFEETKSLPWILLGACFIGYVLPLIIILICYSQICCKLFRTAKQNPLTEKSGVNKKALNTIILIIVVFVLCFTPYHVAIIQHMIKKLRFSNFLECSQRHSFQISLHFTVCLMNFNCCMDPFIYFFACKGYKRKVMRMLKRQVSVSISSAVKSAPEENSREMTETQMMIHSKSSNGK
CXCR6 inh – CXCR6 (human) receptor inhibition; O00574; CHO-K1 PathHunter CXCR6 beta-arrestin, luminescence; inhibition, % at 20 µM; 0.36% of 360,000 active; AID 602244; in the data active = inhibition above about 34%, passing the limit was not always enough;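 also: antagonist mode with CXCL16 agonist at 10 nM final; 0% = 10 nM CXCL16 with DMSO and 100% = unstimulated wells without agonist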
Target sequence (O00574 whole entry, looked up): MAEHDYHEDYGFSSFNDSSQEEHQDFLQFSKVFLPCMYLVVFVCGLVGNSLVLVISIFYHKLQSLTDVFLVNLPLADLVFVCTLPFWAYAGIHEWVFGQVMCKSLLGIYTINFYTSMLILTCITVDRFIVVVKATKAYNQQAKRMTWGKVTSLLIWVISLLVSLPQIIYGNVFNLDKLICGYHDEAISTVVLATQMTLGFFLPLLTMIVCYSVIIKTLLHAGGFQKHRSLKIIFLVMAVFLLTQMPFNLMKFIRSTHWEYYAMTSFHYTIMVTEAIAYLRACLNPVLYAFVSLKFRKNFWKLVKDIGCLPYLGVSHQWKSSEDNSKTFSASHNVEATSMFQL
* = called active by the depositor; & = joins results of further samples. These rows are one share of the data; rates above refer to the full screens.

SMILES	EBI2 antag	CXCR6 inh
C#CCN(C[C@H]1[C@H](OC(=O)Nc2cccs2)[C@H](OC(=O)Nc2cccs2)C[C@H]2C(=O)N(c3ccccc3)C(=O)[C@@H]12)S(=O)(=O)c1ccc(C)cc1	8.7	3.6
C[C@@H](NC(=O)[C@H]1O[C@@H](n2cnc3c(N)ncnc32)[C@H](O)[C@@H]1O)c1cccc2ccccc12	-5.1	-5.6
COc1ccc(CN(C)C[C@@H]2OCCCC[C@@H](C)Oc3ccc(N(C)C)cc3C(=O)N([C@H](C)CO)C[C@@H]2C)cc1	-8.3	8.4
CCOc1ccc(CCN2C(=O)C(=O)N([C@@H](Cc3ccccc3)CN3CCC[C@H]3CN3C(=O)C(=O)NC[C@@H]3Cc3ccc(O)cc3)C[C@@H]2Cc2ccc(O)cc2)cc1	-7.1	5.3
CC1=C(C(=O)N2CCCCCC2)CC(CC(=O)NC2CCCCC2)C(=O)N1Cc1ccc(F)cc1 (configuration not stated)	9.9	2.2
CCCCN1CC(C)(C)[C@H](CC(=O)NC)C1=O	-1.9	-1.7
CC1(Cc2cccc(C(N)=O)c2)C(=O)Nc2c(Cl)cccc21 (configuration not stated)	9.4	4.2
CC(C)C1C(=O)N(Cc2cn(Cc3ccco3)nn2)CCS(=O)(=O)N1Cc1ccc(-c2ccc(Cl)cc2)cc1 (configuration not stated)	15.1	-4.4
COc1cc(NC(=O)c2cccc3c(-c4cccnc4)coc23)cc(OC)c1OC	-43.9	-10.2
COc1cc(CN2C[C@@H](CO)O[C@@H](n3cnc4c(NCCCO)ncnc43)C2)cc(OC)c1OC	-6.0	1.4
CCCCc1c(-c2ccc(OC)c(OC)c2)ncn1CCc1ccccc1OC	7.5	-8.4
CC(=O)NC(c1cccc(F)c1)c1nc(/C=C/c2ccccc2)cs1 (configuration not stated)	15.7	4.0
C[C@@H]1ON(C)[C@H]2C[C@H]3c4[nH]c5ccc(-c6ccc7c(c6)OCO7)cc5c4CCN3C(=O)[C@@H]12	10.1	-4.8
CC(C)c1ccc(CC(=O)N2CCC2(C)C(=O)NCCC#N)cc1 (configuration not stated)	-6.8	1.3
CC(O)(c1cccc(F)c1)c1nc(-c2cccc(C(=O)O)c2)cs1 (configuration not stated)	-5.0	-1.1
COc1ccc(CN(C)C(=O)CNC(=O)c2sc3ccccc3c2Cl)c(OC)c1	1.0	-0.7
CCc1ccccc1NC(=O)C1CCN(S(=O)(=O)c2ccc(N3CCCC3=O)cc2)CC1	-4.5	-2.3
C[C@H]1CN([C@@H](C)CO)S(=O)(=O)c2ccc(Br)cc2O[C@@H]1CN(C)Cc1ccccc1	5.4	4.5
COc1ccc(-c2nc3c4ccccc4ccn3c2Cc2ccc(C)cc2)cc1OC	28.1	8.7
C[C@@H]1CCCCO[C@@H](CN(C)S(=O)(=O)c2ccccc2)[C@@H](C)CN([C@H](C)CO)C(=O)c2cc(NS(=O)(=O)c3ccc(F)cc3)ccc2O1	-2.6	2.1
COc1ccc(/C=C(/NC(=O)c2ccco2)C(=O)NCc2ccco2)cc1	-5.5	-6.3
CCC(=O)N1CCCC1(C)C(=O)Nc1ccc(C)c(C)c1 (configuration not stated)	-3.6	-10.0
Cc1oc(-c2ccc(Cl)cc2)cc1C(=O)N1CCC1(C)C(=O)O (configuration not stated)	-14.0	2.4
CCCCNC(=O)C(NC(=O)c1cccc(C(F)(F)F)c1)C(=O)c1ccccc1 (configuration not stated)	3.1	2.1
Nc1nc(N)c(N=O)c(Nc2ccc(Cl)c(Cl)c2)n1	-6.5	-4.7
CCOC1=C2[C@H](c3ccccc3)N(S(=O)(=O)c3ccc(C)cc3)[C@H](C(C)C)[C@H]2n2c(=O)n(-c3ccccc3)c(=O)n2C1	9.0	-2.3
OC[C@@H]1CN(Cc2cccs2)C[C@H](n2cnc3c(N4CCOCC4)ncnc32)O1	3.9	2.6
Cc1ccc(C(O)c2ncc(-c3ccccc3C)[nH]2)cc1 (configuration not stated)	-3.3	1.5
CCc1ccc(N2CC(C(=O)N(CC)CC(=O)Nc3c(F)cccc3F)CC2=O)cc1 (configuration not stated)	7.1	2.6
COc1ccc(OC)c2c1C(=O)CC2C (configuration not stated)	4.9	-2.5
CN(C)Cc1csc(NC(=O)Nc2ccccc2Cc2ccccc2)n1	-3.0	-2.6
CC(C)c1cccc(-c2csc(C(C)(O)c3ccccc3)n2)c1 (configuration not stated)	25.8	-9.1
CCOc1ccc(CCN2C(=S)N([C@@H](Cc3ccc(O)cc3)CN3CCC[C@@H]3CN3C(=S)NC[C@@H]3Cc3ccccc3)C[C@@H]2CC(C)C)cc1	15.6	8.6
COc1ccc(S(=O)(=O)N2CCCC2CNC(=O)C(=O)NC2CCCC2)cc1 (configuration not stated)	0.6	-7.0
CC(O)(c1cccnc1)c1nc(-c2ccc3ccccc3c2)cs1 (configuration not stated)	24.4	-1.3
CCCC[C@@H]1CNC(=O)C(=O)N1CCc1cccc(F)c1	3.8	2.9
CCc1sc(C(=O)N(CCOC)c2c(N)n(Cc3ccccc3)c(=O)[nH]c2=O)cc1C	0.6	-5.3
COc1cc2c(=O)n(C)c3ccccc3c2cc1OC	-8.9	1.2
CC(C)Nc1nc(-c2ccccc2F)c2sc(-c3ccccc3)cc2n1	27.1	0.4
Cc1cc(SCC(=O)N2c3ccccc3NC(=O)CC2C)nc2ccccc12 (configuration not stated)	-2.5	-0.4
CC(=O)Nc1cccc(-c2csc(C(O)c3cccc(Cl)c3)n2)c1 (configuration not stated)	0.4	-3.9
COC(=O)[C@@]1(Cc2ccc(OC)cc2)[C@H]2c3cc(C(=O)N4CCCC4)n(Cc4ccc(C)c(F)c4F)c3C[C@H]2CN1C(=O)c1ccccc1	23.1	11.0
CCCS(=O)(=O)NC(=O)C1(C)CCCN(C(=O)COc2ccccc2)C1 (configuration not stated)	2.0	7.7
CC(=O)NC(c1ccccc1)c1nc(-c2ccccc2)cs1 (configuration not stated)	-9.4	5.6
CC(=O)Nc1ccc(S(=O)(=O)CC(=O)CS(=O)(=O)c2ccc(NC(C)=O)cc2)cc1	-4.7	4.0
Cc1ccccc1-c1ccc(CN2C(C)C(=O)N(Cc3cn(Cc4ccco4)nn3)CCS2(=O)=O)cc1 (configuration not stated)	8.5	9.5
CC1(C(=O)NS(C)(=O)=O)CCN1C(=O)CC(c1ccccc1)c1ccccc1 (configuration not stated)	3.5	0.8
CCCCCc1c(CC)ncn1CCc1ccccc1OC	3.6	-5.2
Cc1c(C)c2c(OCC(=O)NCC3CCC(C(=O)O)CC3)cc3c(c2oc1=O)CCC(C)(C)O3 (configuration not stated)	-1.2	-9.4
COc1ccc(/C=C/C(=O)Nc2ccc(C(C)=O)cc2)cc1S(=O)(=O)N1CCOCC1	-3.2	0.9

(cont.)
SMILES	EBI2 antag	CXCR6 inh
CCc1nc2c(OCc3ccc(Cl)cc3)cccn2c1N(C)C(=O)c1ccncc1	-4.0	0.7
O=C(NCc1ccccn1)[C@@H]1CCCN1C(=O)[C@@H]1CCCN1C(=O)c1ccccc1	-7.1	-4.4
Cc1ccccc1C(=O)NCC(=O)OCC(=O)NNC(=O)c1ccccc1F	-10.8	-2.8
COc1ccc(C(N)c2csc(Nc3ccc(S(C)(=O)=O)cc3)n2)cc1 (configuration not stated)	-6.8	7.9
C[C@H](NC(=O)[C@@H]1CCCN1C(=O)[C@@H]1CCCN1C(=O)c1ccccc1)c1ccccc1	-11.3	-3.6
COc1ccc(N=C(C)C2C(=O)c3ccccc3C2=O)cc1	1.6	-3.4
O=C(CC1CC2CCC1C2)N1CCN(S(=O)(=O)c2ccc(F)cc2)CC1 (configuration not stated)	-5.5	-4.7
CN(C)c1ncnc2c1ncn2[C@H]1CN(Cc2ccc(F)cc2)C[C@@H](CO)O1	2.8	-10.5
COc1ccc(Cl)cc1Cn1c(C)c(C(=O)NCc2ccc(F)cc2)sc1=O	13.7	6.0
COC(=O)C1(C(=O)OC)C/C=C\CCN(S(=O)(=O)c2ccccc2[N+](=O)[O-])CC1	-5.2	-1.2

Seven entries already listed, sorted by the value under EBI2 antag, smallest number first:
SMILES	EBI2 antag	CXCR6 inh
C[C@H](NC(=O)[C@@H]1CCCN1C(=O)[C@@H]1CCCN1C(=O)c1ccccc1)c1ccccc1	-11.3	-3.6
Cc1ccccc1C(=O)NCC(=O)OCC(=O)NNC(=O)c1ccccc1F	-10.8	-2.8
O=C(NCc1ccccn1)[C@@H]1CCCN1C(=O)[C@@H]1CCCN1C(=O)c1ccccc1	-7.1	-4.4
COc1ccc(C(N)c2csc(Nc3ccc(S(C)(=O)=O)cc3)n2)cc1 (configuration not stated)	-6.8	7.9
CCc1nc2c(OCc3ccc(Cl)cc3)cccn2c1N(C)C(=O)c1ccncc1	-4.0	0.7
COc1ccc(N=C(C)C2C(=O)c3ccccc3C2=O)cc1	1.6	-3.4
CN(C)c1ncnc2c1ncn2[C@H]1CN(Cc2ccc(F)cc2)C[C@@H](CO)O1	2.8	-10.5

Going on with the list:
SMILES	EBI2 antag	CXCR6 inh
COc1ccc([C@H]2N[C@]3(CCCN(Cc4ccc(F)cc4)C3=O)[C@H]3C(=O)N(Cc4ccccc4)C(=O)[C@@H]23)cc1	2.5	3.7
CCCCCCNC(=O)OC12CN(C(=O)OC(C)C)N(C(=O)OC(C)C)CC1(O)CN(S(=O)(=O)c1ccc(C)cc1)C2 (configuration not stated)	2.9	-4.4
CCCNC(=O)N(C)C[C@H]1Oc2ncc(C#CCc3ccccc3)cc2C(=O)N([C@H](C)CO)C[C@H]1C	-2.8	-0.7
CC(=O)Nc1cc(-c2cccc(NS(C)(=O)=O)c2)cn2c(-c3ccc(F)c(Cl)c3)cnc12	19.1	5.8
NC(COCc1ccccc1)c1csc(Nc2ccc(S(N)(=O)=O)cc2)n1 (configuration not stated)	-8.6	-0.4
O=C(O)c1ccc(-c2nn3c(=O)cc(N4CCNCC4)nc3s2)cc1	-2.6	2.5
CN(C)CCNC(=O)c1cccc(-c2cc(NC=O)c3ncc(-c4cccc(C(F)(F)F)c4)n3c2)c1	-8.4	-10.2
COc1cc(C(O)c2nc(-c3cnn(C)c3)cs2)ccc1F (configuration not stated)	4.2	4.7
CCCCn1nc(C(=O)NC2CCCCC2)c2ccccc2c1=O	3.3	5.6
CC(C)C[C@H]1CNC(=S)N1C[C@H]1CCCN1C[C@H](Cc1ccc(O)cc1)N1C[C@H](Cc2ccc(O)cc2)N(CCc2ccccc2)C1=S	17.0	11.8
Cc1cc(C(=O)CCC(=O)Nc2ccc(C(N)=O)cc2)c(C)s1	10.8	-6.4
COc1ccccc1CNC(=O)C(=O)NCC1CCCN1S(=O)(=O)c1cc(C)ccc1C (configuration not stated)	4.5	6.4
CCCNC(=O)C1(C)CCN(Cc2ccc3ccccc3c2Br)C1 (configuration not stated)	14.3	5.2
COc1cc(CCN(C(=O)c2cc3ccccc3[nH]2)C(C)c2nc3ccccc3[nH]2)cc(OC)c1 (configuration not stated)	-7.5	-0.4
CCCCCCCCN1C(=O)[C@H](CC(=O)NCc2cccc3ccccc23)C[C@@]2(C(=O)OCC)CCCC=C12	6.4	11.5
CCc1ccc2c(c1)NC(=O)C2(C)Cc1ccc(OC(F)(F)F)cc1 (configuration not stated)	-14.3	5.1
CCC(c1nnnn1-c1ccc2c(c1)OCCO2)N1CCN(c2ncccc2C(F)(F)F)CC1 (configuration not stated)	3.1&4.0	-3.1&2.2
CCc1nc2ccc(C(=O)Nc3cccc(OCC(=O)N(C)C)c3)cn2c1N(CC)CCOC	-5.9	-3.8
O=C(COc1ccc(S(=O)(=O)N2CCCC2)cc1[N+](=O)[O-])N1CCCCC1	-7.1	2.2
Cc1ccc(N(CC(=O)NC(C)(C)C)C(=O)CCC(=O)Nc2ccccn2)c(C)c1	2.0	-2.1
COc1ccc(-c2cc3nc(-c4ccccc4)cc(N4CCN(C(C)=O)CC4)n3n2)cc1	45.6*	-0.1
CCCCC[C@H](C)N1C[C@H](COCc2ccccc2)Oc2cc(N3CC[C@@H](O)C3)ccc2S1(=O)=O	5.7	17.3
CC1(C)CC(=O)C=C(c2n[nH]nc2C2=CCCCC2)C1	-5.7	-1.6
CCCC(=O)N1CCC1(C)C(=O)Nc1ccccc1C(C)(C)C (configuration not stated)	4.3	5.5
CCCC(=O)N1CCC1(C)C(=O)Nc1cc(OC)ccc1OC (configuration not stated)	-11.8	-3.9
CCC(=O)N1CCCC(C)(C(=O)NS(=O)(=O)c2cccs2)C1 (configuration not stated)	-10.1	1.0
COC(=O)[C@@]1(Cc2ccc(F)cc2)[C@H]2c3cc(C(=O)N4CCCC4)n(Cc4ccc(S(C)(=O)=O)cc4)c3C[C@H]2CN1C(=O)c1ccccc1	9.5	4.3
CCOC(=O)C1=C[C@@H](C(C)(C)C)N(S(=O)(=O)c2ccc(C)cc2)[C@H]1c1ccccc1Cl	7.4	2.8
CCC1NC(=O)c2cccnc2-n2c1nc1ccc(OC)cc1c2=O (configuration not stated)	-6.8	-4.7
Cc1cccnc1C(NC(=O)C1CCN(CCOc2ccc(Cl)cc2Cl)CC1)c1ccc(Cl)cc1 (configuration not stated)	37.9	4.4
Cc1ccc(S(=O)(=O)N(C)C[C@H]2Oc3ncc(-c4ccccc4)cc3C(=O)N([C@@H](C)CO)C[C@@H]2C)cc1	8.2	-0.6
O=S1(=O)N[C@H](Cc2ccccc2)COc2cccc(N3CCC[C@H]3CO)c21	-8.8	-3.5
CC1(Cc2ccc3c(c2)OCO3)C(=O)Nc2ccc(-c3cccc(C(F)(F)F)c3)cc21 (configuration not stated)	4.0	-17.3
COc1ccc(CCN2CC(C(=O)NCc3cnn(C)c3)CCC2=O)cc1 (configuration not stated)	-0.4	2.2
CCCCCCc1nc2nc(Cl)c(Cl)nc2[nH]1	-10.9	-0.5
Cc1ccc(NC(=O)COC(=O)c2cccc(S(=O)(=O)N3CCCCCC3)c2)cc1	-3.6	-4.1

A second format for part of the listing above:
SMILES | EBI2 antag | CXCR6 inh
CCCCCCc1nc2nc(Cl)c(Cl)nc2[nH]1 | -10.9 | -0.5
Cc1ccc(NC(=O)COC(=O)c2cccc(S(=O)(=O)N3CCCCCC3)c2)cc1 | -3.6 | -4.1
